Bioassay records from PubChem BioAssay.
Runt-SMMHC FRET: inhibitors of RUNX1 Runt–CBFb-SMMHC binding, primary screen, biochemical, FRET, Cerulean-Runt, Venus-CBFb-SMMHC, uHTS. Runt-related transcription factor 1 (Homo sapiens) + Core-binding factor subunit beta …. Cerulean-Runt/Venus-CBFb-SMMHC FRET ratio 530/480, 1 h. inhibition, % at 20 µM. 0.74% of 220,000 active. AID 1434, 2008;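 active = mean inhibition across duplicate retests at 20 µM reaching about 50%, limit read from the data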;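 also: 0% = DMSO wells and 100% = wells with excess untagged CBFb-SMMHC; inhibitors lower the FRET ratio by blocking Runt binding to CBFb-SMMHC; some results filed as inactive read as strong as hits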
Wee1 stabilizer: Wee1 degradation inhibitors, primary screen, cell-based, HeLa, Wee1K328M-luciferase, luminescence | Wee1-like protein kinase (Homo sapiens), P30291 | HeLa Luc-Wee1K328M stability; 100% = proteasome inhibitor MG132 effect | reporter increase, % at 5 µM | 1.2% of 220,000 active | AID 1321, 2008;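 active = activation above the mean of all tested compounds plus 3 SD, set per screening run, cut at about 8.8% in these data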;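 also: cells exposed to compound for 20 h before luminescence read; 0% = DMSO alone and 100% = MG132 at 30 µM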
Hck Nef HTS: inhibitors of Nef-activated human Hck kinase, primary screen, biochemical, Z-Lyte FRET, 384-well, Hck-YEEI. Tyrosine-protein kinase HCK (Homo sapiens), P08631. Recombinant Hck-YEEI plus Nef, Z-Lyte FRET kinase assay. 0.68% of 220,000 active. inhibition, % at 20 µM;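 active = Hck-Nef kinase inhibition above about 50%, limit read from the data; inactive = inhibition below that limit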;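 also: 0% = DMSO with Hck plus Nef and 100% = Hck alone without Nef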
Target sequence (P08631 whole entry, looked up): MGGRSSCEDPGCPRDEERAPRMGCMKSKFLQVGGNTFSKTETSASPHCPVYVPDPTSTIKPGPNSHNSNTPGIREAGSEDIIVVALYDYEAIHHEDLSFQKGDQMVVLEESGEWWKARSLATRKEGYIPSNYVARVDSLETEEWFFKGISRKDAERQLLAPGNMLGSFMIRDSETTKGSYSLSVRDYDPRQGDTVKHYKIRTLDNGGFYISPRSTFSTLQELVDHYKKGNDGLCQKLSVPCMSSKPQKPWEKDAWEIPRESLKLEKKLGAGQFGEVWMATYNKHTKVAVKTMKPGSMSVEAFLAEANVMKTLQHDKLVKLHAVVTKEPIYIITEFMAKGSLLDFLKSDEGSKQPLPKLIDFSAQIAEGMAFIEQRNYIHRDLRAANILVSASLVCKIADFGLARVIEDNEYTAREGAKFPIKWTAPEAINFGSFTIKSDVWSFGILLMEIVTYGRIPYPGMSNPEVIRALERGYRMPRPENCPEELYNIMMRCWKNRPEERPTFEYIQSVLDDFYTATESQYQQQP
hK5 inh: human KLK5 protease inhibitors, primary screen, biochemical, 1536-well; Kallikrein-5 (Homo sapiens), Q9Y337; recombinant hK5, fluorogenic AMC substrate cleavage; inhibition, % at 5 µM; 0.59% of 210,000 active;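 active = inhibition of 40% or more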;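 also: 0% = enzyme controls without compound and 100% = no-enzyme blanks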
Target sequence (Q9Y337 67-293 limits assumed): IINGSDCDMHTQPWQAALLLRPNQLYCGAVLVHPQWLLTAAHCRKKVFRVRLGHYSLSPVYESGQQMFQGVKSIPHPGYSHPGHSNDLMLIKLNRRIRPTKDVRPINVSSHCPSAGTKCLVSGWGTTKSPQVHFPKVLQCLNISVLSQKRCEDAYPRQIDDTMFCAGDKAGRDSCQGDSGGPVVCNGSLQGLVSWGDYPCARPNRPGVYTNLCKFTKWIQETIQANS
FXIa inh 1536: human FXIa protease inhibitors, primary screen, biochemical, 1536-well; Coagulation factor XI (Homo sapiens), P03951; purified FXIa, Boc-Glu-Ala-Arg-AMC fluorogenic substrate; inhibition, % at 5 µM; 0.14% of 220,000 active; AID 798, 2007;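 active = inhibition of at least 40%; inactive = inhibition below 40%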;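 also: fluorescence of freed AMC excited at 355 nm; 0% = enzyme without compound and 100% = no enzyme blank; many of its hits are not listed in these tables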
thrombin 1536: human alpha-thrombin inhibitors, primary screen, counter-screen for coagulation protease inhibitor project, biochemical, 1536-well, fluorogenic AMC substrate; Prothrombin (Homo sapiens), P00734; Boc-VPR-AMC fluorogenic substrate cleavage; 0.26% of 220,000 active; AID 1046, 2008; inhibition, % at 5 µM;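 active = inhibition at or above 40%; inactive = inhibition below 40%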;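 also: 0% = enzyme with no compound and 100% = wells without enzyme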
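System: Human alpha-thrombin protein | Medium: pH 7.5 Tris (50 mM) with NaCl 150 mM, Tween 20 0.05% | Times: Enzyme reaction carried out at room temperature | Detection: AMC fluorescence, 355/460 nm | Evaluation: Percent inhibition scaled between no-compound controls and no-enzyme blanks | Benchmarks: Enzyme without compound as high, wells lacking enzyme as low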
14-3-3 Bad PPI: inhibitors of 14-3-3 zeta/Bad binding, primary screen, biochemical, TR-FRET, bovine 14-3-3 zeta | 0.71% of 220,000 active | inhibition, % at 21.7 µM | AID 781, 2007 | 14-3-3 protein zeta/delta (Bos taurus), P63103 | TR-FRET 14-3-3zeta/Dy647-pBad peptide displacement, 1 h;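 active = inhibition above about 70%, limit read from the data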;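 also: 0% = full 14-3-3 plus peptide FRET controls and 100% = background without 14-3-3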
Target sequence (P63103 whole entry, looked up): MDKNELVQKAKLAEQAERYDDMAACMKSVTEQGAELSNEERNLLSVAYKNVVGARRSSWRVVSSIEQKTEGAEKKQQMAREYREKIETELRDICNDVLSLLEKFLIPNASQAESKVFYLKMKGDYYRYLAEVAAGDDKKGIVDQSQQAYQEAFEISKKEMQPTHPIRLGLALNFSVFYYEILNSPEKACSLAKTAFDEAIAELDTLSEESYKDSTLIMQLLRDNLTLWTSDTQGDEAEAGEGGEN
Runt-CBFb FRET: inhibitors of RUNX1 Runt–CBFb binding, primary screen, biochemical, FRET, Cerulean-Runt, Venus-CBFb, uHTS. Runt-related transcription factor 1 (Homo sapiens) + Core-binding factor subunit beta …. Cerulean-Runt/Venus-CBFb FRET ratio 530/480, 1 h. inhibition, % at 20 µM. 0.46% of 220,000 active. AID 1496, 2009;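 active = inhibition over about 50% at 20 µM in the single-dose screen, limit read from the data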;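 also: 0% = DMSO wells and 100% = excess unlabeled CBFb competitor control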
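test system = Cerulean-tagged RUNX1 Runt domain (FRET donor) fusion protein | reagent = Venus-CBFb binding partner, 100 nM | incubation = protein complex preformed 1 h, compound exposure 1 h, room temperature, dark | detection = FRET fluorescence | read-out basis = loss of energy transfer signal | controls = 5 µM unlabeled CBFb as full-inhibition high control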
FXIIa inh: human FXIIa protease inhibitors, primary screen, biochemical, 1536-well; Coagulation factor XII (Homo sapiens), P00748; purified FXIIa, Boc-QGR-AMC fluorogenic substrate, 2 h; inhibition, % at 5 µM; 0.3% of 220,000 active; AID 800, 2007; in the data active = inhibition above about 40%;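 also: 0% = enzyme with no compound and 100% = blank without enzyme; many of its hits are not listed in these tables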
The depositor's hits bear a star; x = no result given; [ ] = dose if it differs, or a comment.

SMILES	Runt-SMMHC FRET	Wee1 stabilizer	Hck Nef HTS	hK5 inh	FXIa inh 1536	thrombin 1536	14-3-3 Bad PPI	Runt-CBFb FRET	FXIIa inh
O=C(CCn1cnc(-c2ccccc2)c1-c1ccccc1)N/N=C/c1ccc(O)cc1	3	3	5	0	-3	0	-1[fluorescence artefact?]	-1	9
CSc1nsc(SC)c1NC(=O)N1CCCCC1	1	1	1	-29	-1	-4	-3	0	2
C=CCn1c(CNc2ccc(C)cc2)nnc1SCC(=O)N/N=C/c1ccc(O)cc1	-4	-2	10	-4	5	7	11	1	18
COc1ccc(Cl)cc1NC(=S)NCc1ccccn1	-2	4	-1	-3	20	-1	-5	0	6
O=C(Nc1nc2ccccc2s1)C1CCCN1S(=O)(=O)c1ccc(Cl)cc1 (centres undefined)	2	3	0	7	7	1	-1	1	15
COc1ccccc1NC(=O)CCC(=O)Nc1nnc(C(F)(F)F)s1	3	-3	1	4	-1	-6	2[fluorescence artefact?]	0	3
COc1ccc(-c2ccc3ccccc3n2)cc1OC	-2	7	-4	-14	-8	-5	8	-1	-3
c1ccc(CN2CCOCC2)cc1	1	4	-1	-8	-3	4	36	0	15
O=C(CN1CCCCC1)N1c2ccccc2CCc2ccccc21	-4	0	1	-24	4	2	-14[fluorescence artefact?]	2	18
CC(=O)OC1C(N2CCCCC2)c2c(ccc(/C=C/C(=O)N3CCCCC3)c2O)OC1(C)C (centres undefined)	1	-1	29	-1	-3	-14	-8	-2	2
CCCC(=O)NC(Nc1ccccc1F)C(Cl)(Cl)Cl (centres undefined)	-4	-1	-2	-6	0	-3	5	67*	8
COC(=O)c1cc(OC)c(OC)cc1NC(=O)Nc1cccc(C(C)=O)c1	0	2	22	-2	-4	2	8	-2	2
COc1cc2c(cc1OC)-c1cc(N3CCc4ccccc43)nc(=O)n1CC2	2	2	2	-4	9	2	2	-2	10
O=S(=O)(N/N=C/c1ccc(Cl)cc1)c1ccc(Cc2ncc(C(F)(F)F)cc2Cl)s1	-2	4	4	3	5	1	-5	-12	10
CSCC[C@H](NC(=O)Nc1ccc(C)cc1)C(=O)O	3	1	-8	-21	-3	0	-7[fluorescence artefact?]	-1	-3
CCCCNC(=O)C(Sc1ccccc1)c1ccccc1 (centres undefined)	-2	0	4	-11	10	-1	-11	-1	13
CCOc1cc(/C=N/NC(=O)c2cc(C)[nH]n2)ccc1OC(=O)c1ccc([N+](=O)[O-])cc1	-1	-2	0	-5	6	-3	6	-4	16
Cc1ccc(CSCC(=O)NCc2ccco2)cc1	2	2	10	0	-1	3	89*	2	10
CC(=O)N/C(=C/c1ccc2c(c1)OCO2)C(=O)Nc1ccccc1	1	2	1	-1	9	3	-20[fluorescence artefact?]	0	14
Cc1ccc(S(=O)(=O)Nc2ccc(N3CCOCC3)nc2)cc1	0	-4	-11	-1	7	-1	-4	3	0
O=C(c1ccc(Cl)cc1)c1cc([N+](=O)[O-])ccc1N1CCOCC1	1	2	20	14	-1	8	-8	1	7
NNC(=O)c1cccc(COc2ccc3c(c2)CCC3)c1	-6	-1	-8	-7	9	-3	-8[fluorescence artefact?]	-7	14
CCOC(=O)N/N=C/c1cc(C)n(-c2cccc3ccccc23)c1C	-2	0	4	-4	11	1	-4	-2	5
O=C(O)CC/C(=C\c1cccc(NC(=O)c2ccccc2Cl)c1)c1nc2ccccc2s1	-12	-1	2	-3	-1	-8	-22	-10	12
COC(=O)C1=C(C)N(Cc2ccco2)C(=O)/C1=C\c1ccc(N(C)C)cc1	-160	-3	2	-12	11	5	-1	-197	16

More entries follow:
SMILES	Runt-SMMHC FRET	Wee1 stabilizer	Hck Nef HTS	hK5 inh	FXIa inh 1536	thrombin 1536	14-3-3 Bad PPI	Runt-CBFb FRET	FXIIa inh
CCC1SC2=NCN(c3ccccc3)CN2C1=O (centres undefined)	-10	0	0	-10	3	4	-8	-1	16
CC(C)c1ccc(NC(=O)NCc2ccc(F)cc2)cc1	-1	2	3	0	-3	-7	-3	0	5
CC1=C(C(=O)Nc2ccccc2)C(c2cccc([N+](=O)[O-])c2)Nc2nc3ccccc3n21 (centres undefined)	2	-2	5	2	11	2	9	-2	19
COc1ccc(C2/C=C\CN(C(=O)c3ccc(C)cc3)[C@H](Cc3ccccc3)C(=O)N2Cc2ccc(F)cc2)cc1 (some centres undefined)	2	x	29	1	1	-4	-4	2	5
O=C(CC1SC(=NCCc2ccccc2)N(/N=C/c2cccs2)C1=O)Nc1ccc(Cl)cc1 (centres undefined)	0	-2	-1	-4	2	-8	6	0	12
O=C(O)Cc1ccc2ocnc2c1	-1	0	-1	-23	-4	-4	-6	1	6
CNC(=S)c1cc(C(C)(C)C)c(O)c(C(C)(C)C)c1	-1	-2	15	-1	-4	-3	-5	-1	2
O=C(CSCc1cccc(CSCC(=O)Nc2ccccc2)n1)Nc1ccccc1	2	0	-1	-15	0	-3	-9[fluorescence artefact?]	2	11
CC(C)Oc1ccc(C(=O)NC2(C(F)(F)F)NC(=O)N(CCCc3ccccc3)C2=O)cc1 (centres undefined)	0	2	2	-13	2	-4	-2	-1	13
COc1cccc(C(=O)Nc2ccc(N3CCCC3)cc2)c1	6	3	4	-12	-1	2	8[fluorescence artefact?]	1	16
COc1cc(NC(=O)c2ccc(-c3ccc(Br)cc3)o2)ccc1NC(=O)C(C)C	3	1	11	5	0	1	-15[fluorescence artefact?]	-1	7
C/C(=N\NC(=O)CNC(=O)c1ccncc1)c1ccc(C)cc1	0	-2	21	5	1	-4	3	-2	14
COc1ccc(Oc2c(C=O)c3ccccc3n2C)cc1	-1	0	1	3	-3	-1	-12[fluorescence artefact?]	-2	5
CCOC(=O)c1ccc(NC(=S)N2CCC(C(N)=O)CC2)cc1	-1	-2	4	-5	-1	-10	-7	3	8
O=C(NCc1ccccc1Cl)c1cnccn1	2	1	1	-4	-7	-3	1	0	6
COC(=O)c1cn(NC(=O)Cc2c(F)cccc2Cl)c(=O)c2ccccc12	2	-1	20	0	-4	0	-10	0	6
CCOc1cc(CNCc2cccs2)cc(Br)c1OCC	2	-3	0	-11	-5	-2	40	-3	6
O=C(Nc1cccc(-c2nnc(-c3ccccc3)o2)c1)c1ccc(Br)o1	-1	-1	2	-5	-4	-7	7	-6	0
N#C/C(=C(/O)COC(=O)c1ccc(Cl)c(S(=O)(=O)N2CCOCC2)c1)c1nc2ccccc2[nH]1	6	3	5	-15	9	0	4[fluorescence artefact?]	3	14
CC1(C)CC(=O)C2=C(C1)N(c1ccccc1)C(=O)CC2c1ccsc1 (centres undefined)	2	1	0	-15	3	-1	2	1	15
CCOc1ccc(C(=O)C2CCN(CC(=O)Nc3ccccc3N3CCOCC3)CC2)cc1	-4	2	-17	-9	-3	-3	-3	-2	2
Cn1c(=O)c2ncn(CC(=O)NCCC3=CCCCC3)c2n(C)c1=O	1	-1	6	-19	4	4	-15	1	7
COc1ccc(N2CCN(C(=O)CSc3nnc(NC(=O)C4CC4)s3)CC2)cc1	4	0	15	-2	5	-16	4	1	10
Cc1cccc(-n2nnnc2SCC(=O)Nc2cccc(S(N)(=O)=O)c2)c1	-6	-1	17	-4	1	-5	2	0	4
CCCC(c1nnnn1CCOC)N1CCN(c2cccc(OC)c2)CC1 (centres undefined)	3	2	-10	6	8	2	21[fluorescence artefact?]	-1	17
CC(C)(C)C(=O)Nc1cccc(C(=O)Nc2cc(C(=O)O)cc(C(=O)O)c2)c1	1	2	5	-9	6	-2	4[fluorescence artefact?]	-3	3
NC(=O)c1sc2nc3c(c(-c4ccccc4)c2c1N)CCC3	2	-1	5	-3	-3	1	-12	5	9
Cc1cc(CNC(=S)Nc2cccc(Cl)c2Cl)nn1C	0	5	1	-12	1	0	6	1	9

Some of the entries so far, with values under each structure.
Under each structure – Runt-SMMHC FRET	Wee1 stabilizer	Hck Nef HTS	hK5 inh	FXIa inh 1536	thrombin 1536	14-3-3 Bad PPI	Runt-CBFb FRET	FXIIa inh
O=C(NCc1ccccc1Cl)c1cnccn1
  2	1	1	-4	-7	-3	1	0	6
COC(=O)c1cn(NC(=O)Cc2c(F)cccc2Cl)c(=O)c2ccccc12
  2	-1	20	0	-4	0	-10	0	6
CCOc1cc(CNCc2cccs2)cc(Br)c1OCC
  2	-3	0	-11	-5	-2	40	-3	6
O=C(Nc1cccc(-c2nnc(-c3ccccc3)o2)c1)c1ccc(Br)o1
  -1	-1	2	-5	-4	-7	7	-6	0
N#C/C(=C(/O)COC(=O)c1ccc(Cl)c(S(=O)(=O)N2CCOCC2)c1)c1nc2ccccc2[nH]1
  6	3	5	-15	9	0	4[fluorescence artefact?]	3	14
CC1(C)CC(=O)C2=C(C1)N(c1ccccc1)C(=O)CC2c1ccsc1 (centres undefined)
  2	1	0	-15	3	-1	2	1	15
CCOc1ccc(C(=O)C2CCN(CC(=O)Nc3ccccc3N3CCOCC3)CC2)cc1
  -4	2	-17	-9	-3	-3	-3	-2	2
Cn1c(=O)c2ncn(CC(=O)NCCC3=CCCCC3)c2n(C)c1=O
  1	-1	6	-19	4	4	-15	1	7
COc1ccc(N2CCN(C(=O)CSc3nnc(NC(=O)C4CC4)s3)CC2)cc1
  4	0	15	-2	5	-16	4	1	10
Cc1cccc(-n2nnnc2SCC(=O)Nc2cccc(S(N)(=O)=O)c2)c1
  -6	-1	17	-4	1	-5	2	0	4
CCCC(c1nnnn1CCOC)N1CCN(c2cccc(OC)c2)CC1 (centres undefined)
  3	2	-10	6	8	2	21[fluorescence artefact?]	-1	17
CC(C)(C)C(=O)Nc1cccc(C(=O)Nc2cc(C(=O)O)cc(C(=O)O)c2)c1
  1	2	5	-9	6	-2	4[fluorescence artefact?]	-3	3
NC(=O)c1sc2nc3c(c(-c4ccccc4)c2c1N)CCC3
  2	-1	5	-3	-3	1	-12	5	9
Cc1cc(CNC(=S)Nc2cccc(Cl)c2Cl)nn1C
  0	5	1	-12	1	0	6	1	9
